High-throughput results from PubChem BioAssay.
GPR151 ag: activators of human GPR151 | Q8TDV0 | PathHunter beta-arrestin GPR151 cells, luminescence | activation, % at 11.2 µM | 650,000 compounds, 1% hits; in the data active = activation above about 4.9%;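 note: 0% = median of compound wells and 100% = cells with positive control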
Target sequence (Q8TDV0 whole entry, looked up): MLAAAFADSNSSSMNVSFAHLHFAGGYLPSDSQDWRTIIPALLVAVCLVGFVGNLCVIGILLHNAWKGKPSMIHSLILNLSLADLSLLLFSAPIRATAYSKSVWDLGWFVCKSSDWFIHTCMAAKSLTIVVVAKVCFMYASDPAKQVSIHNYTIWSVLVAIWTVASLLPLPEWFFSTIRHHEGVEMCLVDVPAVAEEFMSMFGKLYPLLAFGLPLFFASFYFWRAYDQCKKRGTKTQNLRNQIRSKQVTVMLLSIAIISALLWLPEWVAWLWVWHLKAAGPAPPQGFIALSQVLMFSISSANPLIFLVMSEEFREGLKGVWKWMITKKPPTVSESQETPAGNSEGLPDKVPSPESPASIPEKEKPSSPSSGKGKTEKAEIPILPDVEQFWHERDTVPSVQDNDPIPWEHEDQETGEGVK
TEAD-YAP inh: TEAD-YAP interaction inhibition | inhibition, % at 9.12 µM | AID 1259422 | HEK-TIYL cells, TEAD-Gal4/YAP UAS-luciferase luminescence | 640,000 compounds, 1.4% hits; in the data active = inhibition above about 32%;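 note: 0% = median of test compound wells and 100% = reference inhibitor wells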
FBW7 activator: human FBW7 E3 ligase activation, primary screen | AlphaScreen FBW7–phospho-cyclin E peptide binding, activator screen | normalized activity (activation), % at 26.1 µM | 650,000 compounds, 0.13% hits | AID 1259310; in the data active = normalized activity above about 1.9%;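 note: purified mutant Fbw7 with reduced substrate affinity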
MITF primary: human MITF inhibition, primary screen | AlphaScreen MITF homodimerization, bead proximity signal | 650,000 compounds, 0.91% hits | AID 1259374 | O75030 | inhibition, % at 2.6 µM; in the data active = inhibition above about 50%;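 note: 0% = vehicle wells with protein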
Target sequence (O75030 whole entry, looked up): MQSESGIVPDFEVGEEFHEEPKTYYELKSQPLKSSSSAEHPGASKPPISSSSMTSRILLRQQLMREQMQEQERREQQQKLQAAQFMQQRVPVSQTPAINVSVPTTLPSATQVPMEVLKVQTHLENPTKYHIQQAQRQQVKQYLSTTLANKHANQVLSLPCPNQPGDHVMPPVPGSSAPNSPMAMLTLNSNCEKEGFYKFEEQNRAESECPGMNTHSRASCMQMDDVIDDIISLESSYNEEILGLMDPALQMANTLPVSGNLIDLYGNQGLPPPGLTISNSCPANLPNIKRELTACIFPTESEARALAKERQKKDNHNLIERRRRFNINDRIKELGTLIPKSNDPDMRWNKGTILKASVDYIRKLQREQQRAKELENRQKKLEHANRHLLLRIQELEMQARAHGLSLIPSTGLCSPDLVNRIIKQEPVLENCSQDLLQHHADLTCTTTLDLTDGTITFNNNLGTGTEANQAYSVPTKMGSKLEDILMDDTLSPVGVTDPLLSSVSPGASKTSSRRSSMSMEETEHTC
The depositor's hits bear a star; & = joins results of further samples; ! = a repeat was not active.

SMILES	GPR151 ag	TEAD-YAP inh	FBW7 activator	MITF primary
COc1cc(Nc2nc(NCCO)c3ncn(C(C)C)c3n2)cc(OC)c1OC	-1.1	-15	0.1	8
CCC1CCCCN1CCCNC(=O)Cc1nc(-c2ccc(OC)cc2)no1 (centres undefined)	-0.1	7	0.0	-2
O=C(O)COc1c(Cl)cc(/C=C2/NC(=O)N(Cc3ccc(F)cc3)C2=O)cc1Cl	-0.3	-5	0.5	-11
COc1ccc(NC(=O)CCC2CCCC2)cc1Cl	-2.6	-36	0.0	-12
CCOC(=O)C1=[N+]([O-])OC(C(=O)OCC)C1c1conc1C(=O)OCC (centres undefined)	1.0	6	0.8	28
Cc1cc2c(cc3c(=O)n(CC(=O)NC4CCCCC4)ncn32)s1	0.1	-3	-0.2	1
CCOC(=O)c1c(NC(=O)c2ccc(OC)cc2OC)sc(C(C)=O)c1C	0.1	10	-0.1	8
COc1ccc(Br)cc1C(c1c(C)[nH][nH]c1=O)c1c(C)[nH][nH]c1=O	0.1	1	-0.6	2
COc1cccc(C(=O)NNC(=O)c2ccc([N+](=O)[O-])cc2[N+](=O)[O-])c1	-0.3	7	0.0	7
Cc1ccc(N/C(SCc2cccc([N+](=O)[O-])c2)=C(/C#N)C(=O)NCc2ccco2)cc1C	-3.0	-2	0.0	26
CC(=O)O/N=C(N)\C(=N/Nc1ccccc1)[N+](=O)[O-]	0.6	-1	0.1	-6
CC1=NN(c2nc(-c3ccc(Cl)cc3)cs2)C(=O)/C1=C/c1ccc(N(C)C)cc1	1.3	-6	0.7	15
Cn1c(=O)[nH]c(N2CCOCC2)c(Cc2ccc(F)cc2F)c1=O	-0.9	-1	0.5	4
COc1ccc(N2CC(O)=C(c3nc4ccccc4c(=O)[nH]3)C2=N)c(OC)c1	-0.6	-4	-0.1	-7
CCCCNc1c([N+](=O)[O-])c(=O)sc2ccccc12	-2.0	-10	-0.1	2
Cc1nc(N(C)c2ccc(C(C)C)cc2)c2c(C)c(C(=O)N3CCOCC3)sc2n1	0.4	-2	0.7	22
CCOC(=O)C1=c2s/c(=C/c3ccccc3F)c(=O)n2C(N)=C(C#N)C1c1ccccc1F (centres undefined)	1.2	1	-0.1	5
O=C(NCC1CC1)c1cc(Cc2cccc3ccccc23)no1	1.1	-10	-0.1	-4
COCCCNCCOCCOc1ccc(Br)cc1C	1.3	3	0.0	8
CC(C)n1c(=O)[nH]c2c(C(N)=O)nc(-c3ccc(C(C)(C)C)cc3)nc21	-0.6	2	0.9	-2
O=C1N=C(c2ccccc2)S/C1=C\c1cccc(Br)c1	-0.4	6	0.1	10
COc1cccc(OCC(=O)Oc2ccc(C#N)cc2)c1	-1.0	8	0.0	9
Cc1ccc(N2C(=O)C(Cl)=C(Nc3cccc(O)c3)C2=O)cc1Cl	-0.2	24	0.0	3
C#CCOc1ccc2c(c1)c(C(C)=O)c(C)n2-c1ccc(C)cc1	0.4	-8	-0.1	-5
Cc1ccc(/C=C2\C(=N)N3N=C(N4CCCC4)SC3=NC2=O)cc1	0.0	-8	1.4	17
CNS(=O)(=O)c1ccc(NC(=O)c2cc(-c3ccccc3)nc3ccccc23)cc1	-1.3	2	0.7	13
c1ccc2c(c1)Cc1cc3ccccc3nc1-2	-8.6	47*	0.0	10
CCOC(=O)Nc1cc(S(=O)(=O)N2CCCCC2)ccc1Cl	1.1	7	0.1	-32
COc1ccc(NC(=O)c2c(NCc3ccc(C)o3)sc3c2CCC(C)C3)c(OC)c1 (centres undefined)	-0.8	13	0.3	4
CCCCCCCCCCCCCCCC(=O)NCCO	9.1*!	11	0.3&-0.1	-9&0&12
COc1ccc(S(=O)(=O)Nc2ccc(Cl)c(Cl)c2)cc1[N+](=O)[O-]	2.9	7	-0.2	11
CC(C)CCC(=O)NCC1Cc2cccc(-c3ncccn3)c2O1 (centres undefined)	-0.4	7	0.2	17
O=S(=O)(NCCCn1ccnc1)c1ccc2ccccc2c1	0.3	3	0.0	2
O=C(COC(=O)c1cc2c3c(c1)C1C=CCC1CN3CC1CC=CC21)c1ccc(Cl)cc1 (centres undefined)	0.0	5	0.1	1
COc1cc2c(cc1OC)C1(CCCC1)CN(CCC(C)=O)C2	0.3	4	-0.1	-2
Cc1ccc(Cl)cc1N1CCN(Cc2nc3c(c(=O)[nH]c(=O)n3C)n2CC(N)=O)CC1	0.2	10	0.0	0
COc1ccc(N(CC(=O)N2CCCCC2)S(=O)(=O)c2ccccc2)cc1	0.8	-8	0.6	0
Brc1ccc(C2=CC(c3ccco3)n3nnnc3N2)cc1 (centres undefined)	-0.3	-5	-0.1	3
Cc1c(/C=c2/sc3nc4ccccc4n3c2=O)c2ccccc2n1C	0.1	-16	0.0	0
Nc1nc(SCC(=O)NCc2ccco2)[nH]c(=O)c1NC(=O)c1ccc(F)cc1	-0.3	3	-0.2	-8
CCOc1ccc(CN2CCNC(=O)C2CC(=O)NCCc2ccncc2)cc1 (centres undefined)	-0.4	4	-0.3	3
COc1ccc2sc(N(Cc3ccncc3)C(=O)Cc3ccc(F)cc3)nc2c1	-1.1	0	-0.2	-10
Nc1c(C(=O)NCc2ccccc2)nnn1Cc1cccc(F)c1	-1.1	3	0.6	25
CCOC(=O)c1cc(C)[nH]c(=S)c1C#N	0.1	5	-0.1	6
NS(=O)(=O)c1ccc(NC(=S)NCc2cccnc2)cc1	-0.8	4	-0.1	12
CCOC(=O)c1sc(NC(=O)/C=C/c2ccco2)nc1C	1.0	18	0.4	0
O=c1[nH][nH]c(=O)c2cc(Oc3cccc([N+](=O)[O-])c3)ccc12	-0.4	4	0.9	10
COc1ccccc1-n1nnc(C(=O)NCc2ccco2)c1N	-1.0	-5	0.6	15
CC(Nc1ccc(Cl)cc1)C(=O)N/N=C/c1ccccc1F (centres undefined)	0.3	3	0.2	6
CC1CN2c3ccccc3C(C)(C)C2(/C=C/c2ccc(N(C)C)cc2)NC1=O (centres undefined)	1.1	39*	-0.7	33

Next part
SMILES	GPR151 ag	TEAD-YAP inh	FBW7 activator	MITF primary
CCOc1ccc2oc(C)c(C(=O)Nc3ccc(OC)cc3)c2c1	-1.6	3	-0.2	-1
CCNc1nc2ccc(C(=O)NCCO)cc2s1	-1.4	-32	0.2	1
CCC(=O)Nc1ccccc1-c1nnn(CC(=O)Nc2ccc(CC)cc2)n1	1.9	13	-0.1	-6
COc1ccc(CN2CCCC(N3CCOCC3)C2)cc1Cn1cccn1 (centres undefined)	0.4	1	0.1	17
O=[N+]([O-])c1cccc(-c2n[nH]c(=S)n2Cc2ccccc2)c1	2.0	-6	0.0	-2
CCn1c(=NC(=O)COc2ccccc2)sc2c(OC)ccc(OC)c21	4.5	-8	-0.6	-5
Cc1ccc(NC(=O)CSCC(=O)Nc2ccccc2)cc1Cl	2.1	10	0.0	6
COc1ccc(-c2noc(CN(C)C(=O)Nc3ccccc3C)n2)cc1	0.9	4	0.0	-10
CC(=O)c1ccc(N=C2NC(=O)C(CO)(CO)S2)cc1	1.0	-2	0.0	1
CCOc1ccc(C(=O)OCC(=O)NC(C)C)cc1	2.6	-1	0.1	1
CC(CO)NC(=O)CCC1(Cc2ccc3ccccc3c2)CCC(=O)N1 (centres undefined)	1.4	-1	0.0	4
CC(=O)Oc1ccc(C(=O)O)cc1OC(C)=O	-0.5	-1	0.2	21
CC(CN1CCOCC1)OC(=O)COc1ccc(C(C)(C)C)cc1 (centres undefined)	1.6	2	-0.1	0
Clc1ccc(C2CC(c3ccccc3)Nc3ncnn32)cc1 (centres undefined)	0.0	10	-0.1	4
Cc1cc(C)nc(N(C)c2ccc(NC(=O)C(C)(C)C)cc2)n1	1.5	2	-0.1	-5
Cc1cc(C)nc(NC(=O)c2ccccc2Br)n1	0.5	-2	0.2	12
Cc1cccc2cccc(S(=O)(=O)NCCOc3ccccc3)c12	0.1	-4	0.1	-3
COP(=O)(OC)c1nc(-c2cccc([N+](=O)[O-])c2)oc1NCc1ccccc1	-1.6	-7	0.0	4
Cc1nc2c(-c3cccs3)c(C)nn2c(NCC2CCCO2)c1C (centres undefined)	0.3	-3	0.0	0
COc1cc(CNCc2ccccc2)cc(Cl)c1OC	1.4	-3	0.2	8

Compound profiles (already shown):
`Cc1cc(C)nc(N(C)c2ccc(NC(=O)C(C)(C)C)cc2)n1` is entered as GPR151 ag: 1.5; TEAD-YAP inh: 2; FBW7 activator: -0.1; MITF primary: -5
`COc1cc(CNCc2ccccc2)cc(Cl)c1OC` is entered as GPR151 ag: 1.4; TEAD-YAP inh: -3; FBW7 activator: 0.2; MITF primary: 8
`COP(=O)(OC)c1nc(-c2cccc([N+](=O)[O-])c2)oc1NCc1ccccc1` is entered as GPR151 ag: -1.6; TEAD-YAP inh: -7; FBW7 activator: 0.0; MITF primary: 4

Further results
SMILES	GPR151 ag	TEAD-YAP inh	FBW7 activator	MITF primary
Clc1cccc(C2Nc3ccc(Br)cc3C3C=CCC32)c1Cl (centres undefined)	-0.2	-8	-0.2	-5
O=C(Nc1ccccc1C(F)(F)F)c1ccc(F)c(S(=O)(=O)N2CCCCCC2)c1	-0.4	-6	0.0	-9
Cc1nc(CNC(=O)CC2C(=O)NCCN2CC(C)(C)C)nc2c1CCCC2 (centres undefined)	-0.4	-6	0.9	1
COc1ccc(CNC(=O)c2cc(-c3cn[nH]c3)ccc2NC(=O)C2COc3ccc(OC)cc3C2)cc1 (centres undefined)	0.2	-8	-0.1	9
COc1ccc2c(c1)sc1ncc(C(=O)N3CCOCC3)c(=O)n12	-0.7	11	0.1	5
COc1ccccc1CNC(=O)Cc1c(F)cccc1Cl	-1.1	-41	0.2	-1
CCOC(=O)C1=C(C)NC(=S)NC1c1ccc(-c2cccc([N+](=O)[O-])c2)o1 (centres undefined)	-0.5	7	0.2	41
CN(CC(=O)NCc1ccccn1)S(=O)(=O)c1ccc2ccccc2c1	-0.1	-2	-0.1	3
CC1=C(C(=O)OC(C)C)C(c2cc3c(cc2Br)OCO3)NC(=O)N1 (centres undefined)	1.2	1	-0.1	4
Cc1noc(C)c1C(=O)OCC(=O)N(C)C1CCS(=O)(=O)C1 (centres undefined)	-7.8	-1	0.2	12

Reformatted with each value named: part of the list above
> COc1ccc(CNC(=O)c2cc(-c3cn[nH]c3)ccc2NC(=O)C2COc3ccc(OC)cc3C2)cc1 (centres undefined)
- GPR151 ag: 0.2
- TEAD-YAP inh: -8
- FBW7 activator: -0.1
- MITF primary: 9
> CC1=C(C(=O)OC(C)C)C(c2cc3c(cc2Br)OCO3)NC(=O)N1 (centres undefined)
- GPR151 ag: 1.2
- TEAD-YAP inh: 1
- FBW7 activator: -0.1
- MITF primary: 4
> Clc1cccc(C2Nc3ccc(Br)cc3C3C=CCC32)c1Cl (centres undefined)
- GPR151 ag: -0.2
- TEAD-YAP inh: -8
- FBW7 activator: -0.2
- MITF primary: -5
> COc1ccccc1CNC(=O)Cc1c(F)cccc1Cl
- GPR151 ag: -1.1
- TEAD-YAP inh: -41
- FBW7 activator: 0.2
- MITF primary: -1

More structures:
SMILES	GPR151 ag	TEAD-YAP inh	FBW7 activator	MITF primary
COC(=O)c1ccc(C)c(NC(=O)NC2CCCCC2)c1	0.4	14	-0.1	7
CC1CN(CCC(=O)Nc2ccc3c(c2)OCCO3)CC(C)O1 (centres undefined)	-0.9	1	-0.1	-8
COc1cc(NC(=O)[C@@H](NC(=O)c2cc(OC)cc(OC)c2)C(C)C)cc(OC)c1	1.0	-1	0.1	-6
O=C1N[C@H](CO)C(=O)N2CCN(Cc3ccc(CN4CCCCC4)s3)C[C@H]12	-0.6	15	0.0	8
CSc1nnc2c(n1)OC(c1c(C)nn(-c3ccccc3)c1Cl)N(C(C)=O)c1ccccc1-2 (centres undefined)	0.1	-1	0.2	8
Cc1cc2nn(-c3ccccc3)nc2cc1NC(=O)c1ccccc1Br	2.4	0	0.2	0
O=C(CC1CCCC1)NNC(=O)c1ccc(Cl)cc1	-1.2	-24	0.5	-4
COc1ccccc1CNC(=O)c1ccc(C)c([N+](=O)[O-])c1	-1.1	-9	0.0	-9
O=C(CSc1nnc(NCc2ccccc2)s1)c1nnc(-c2ccccc2)o1	2.1	-4	0.1	1
Cc1cccc(CCNC(=O)Cn2ncc3c(=O)oc4ccc(C)cc4c32)c1	-0.1	-2	0.1	-1
CCN(CC)C(=O)C(=O)c1cn(CC(=O)NC2CCCC2)c2ccccc12	0.7	8	0.1	6
C=CCNCCCOc1ccc2ccccc2c1Br	-0.2	-14	0.1	24
c1ccc(CNc2ncnc3nc(Nc4ccccn4)[nH]c23)cc1	0.9	-4	0.0	23
COc1ccccc1N1CCN(/N=C\c2ccccn2)CC1	1.0	-36	0.1	16
c1ccc(OCCNc2nc(N3CCN(Cc4ccc5c(c4)OCO5)CC3)nc3c2ncn3-c2ccccc2)cc1	-0.6	1	-0.4	13
COc1ccc(/C=C/c2nc(=O)cc(-c3ccccc3)o2)cc1	0.1	-2	0.0	-15
CCCOc1cccc(C(=O)Nc2ccc(-c3cc4ccccc4oc3=O)c(C)c2)c1	-1.0	8	0.4	3
O=C1c2ccc([N+](=O)[O-])cc2C(=O)N1CCO	-0.5	9	0.1	13
COc1ccc(Cc2noc(-c3ccc([N+](=O)[O-])o3)n2)cc1OC	0.0	67*	-0.1	21
O=C(O)C1CCCCC1C(=O)NCc1ccc(Cl)cc1 (centres undefined)	1.0	6	0.1	14
COCCCNC(=O)c1cn(-c2cccc(OC)c2)c(=O)c2ccccc12	-1.9	-3	0.0	-4
